# Assay outcomes (PubChem BioAssay)
# Tau fluor cs = counter-screen for tau fibril formation inhibitors; tau K18 P301L Alexa594 fluorescence, heparin fibrillization; Potency, µM (highest dose often 57.7 µM), for the others: at the top dose activity change, negative = decrease; hit rate 0.93% among 280,000; AID 1463; further: nearly all actives have a fitted effect of over 55% in size
#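 Human tau K18 P301L (15 uM unlabeled, 0.24 uM Alexa 594-labeled) in 100 mM sodium acetate pH 7 with 20 uM heparin, 6 hr at 37 C. ThT 30 uM added, 1 hr ambient; Alexa 594 FP and total fluorescence read at 555/632 nm.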
# ALDH1A1 inh = inhibitors of human aldehyde dehydrogenase 1A1; Potency, µM (top dose mostly 75.3 µM), for the others: top-dose activity, negative = inhibition, actives largely listed as inhibitors; hit rate 7.3% among 220,000; Purified ALDH1A1, NADH fluorescence, propionaldehyde substrate; active means well fitted inhibition curve with a large enough effect, not every such curve was filed as active; inconclusive means small, poorly fitted or top-dose-only effect, or another doubt; inactive means no such curve, though single readings can be large or run the other way;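 further: plate controls were no enzyme wells and a reference inhibitor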
# L3MBTL1 inh = inhibitors of human L3MBTL1; Q9Y468; AlphaScreen L3MBTL1–H3K9me1 peptide binding; Potency, µM (highest dose often 57.1 µM), for inactives: at the top dose activity, negative = inhibition, usual class: inhibitors; hit rate 0.66% among 230,000; AID 485360; further: nearly all actives have a fitted effect of over 60% in size
#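 AlphaScreen proximity signal between nickel-chelate acceptor and streptavidin donor beads (final 10 ug/mL) reports binding of 50 nM L3MBTL1 to 75 nM biotin-H3 K9me1 peptide; complex incubated with compounds 30 min at room temperature; cefsulodin titration as control.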
# Tau FP inhib = tau fibrillization inhibition (FP). P10636. K18 P301L tau heparin fibrillization, Alexa594 FP, 6 h. Potency, µM (doses to about 57.7 µM), without a hit: at the top dose activity, negative = inhibition, actives largely listed as inhibitors. hit rate 0.39% among 280,000. AID 1468; further: nearly all actives have a fitted effect of over 55% in size
# Target sequence (P10636 561-689 P618L limits assumed): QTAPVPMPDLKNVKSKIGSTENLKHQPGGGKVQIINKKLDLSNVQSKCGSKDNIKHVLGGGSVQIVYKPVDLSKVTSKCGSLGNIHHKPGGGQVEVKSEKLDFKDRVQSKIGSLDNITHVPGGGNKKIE
#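 Steps: dispense K18 P301L tau (15 uM plus 0.24 uM Alexa 594 tracer, final) in pH 7 sodium acetate; add compound; add heparin (20 uM final); incubate 6 hr, 37 C; add ThT (30 uM final); after 1 hr ambient, read FP.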
# TR SRC2 fluor cs = alters Texas Red total fluorescence, flagging assay interference; Potency, µM (series often up to 106 µM), without a hit: at the top dose fluorescence change, negative = quenching; hit rate 0.29% among 280,000; TRb/SRC2 Texas Red total fluorescence interference; active means well fitted curve in either direction with a large enough effect; inconclusive means small, poorly fitted or top-dose-only effect
#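 Human TRb ligand-binding domain at 0.6 uM with 20 nM Texas Red SRC2 peptide in Tris buffer containing 1 uM T3 and 5% DMSO, incubated with compound 5 h at ambient temperature. Total fluorescence (555/632 nm) calculated as parallel + 2 × perpendicular.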
# Tau ThT inhib = inhibitors of human tau fibril formation, thioflavin T binding. P10636. hit rate 2.1% among 270,000. recombinant tau K18 P301L (four-repeat tau fragment), heparin-induced fibrillization, ThT fluorescence. Potency, µM (series often up to 57.4 µM), inactives show at the highest dose activity, negative = inhibition, hits mostly inhibitors; further: nearly all actives have a fitted effect of over 55% in size
#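 Tau K18 P301L fragment (15 uM unlabeled plus 0.24 uM Alexa 594-labeled) in 100 mM sodium acetate pH 7 with compound, fibrillization induced by 20 uM heparin for 6 hr at 37 C. Thioflavin T (30 uM) added, fluorescence read after 1 hr (ex 450, em 510 nm).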
# GLA spleen mod = inhibitors or activators of human alpha-galactosidase in spleen homogenate | human spleen homogenate, 4MU-alpha-Gal fluorescence, 40 min | hit rate 0.008% among 240,000 | Potency, µM (doses to about 80 µM), for inactives: at the highest dose activity change, negative = inhibition, actives largely listed as inhibitors | P06280 | AID 2107;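 further: 0% = enzyme with vehicle and -100% = no enzyme basal signal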
# Target sequence (P06280 32-429 limits assumed): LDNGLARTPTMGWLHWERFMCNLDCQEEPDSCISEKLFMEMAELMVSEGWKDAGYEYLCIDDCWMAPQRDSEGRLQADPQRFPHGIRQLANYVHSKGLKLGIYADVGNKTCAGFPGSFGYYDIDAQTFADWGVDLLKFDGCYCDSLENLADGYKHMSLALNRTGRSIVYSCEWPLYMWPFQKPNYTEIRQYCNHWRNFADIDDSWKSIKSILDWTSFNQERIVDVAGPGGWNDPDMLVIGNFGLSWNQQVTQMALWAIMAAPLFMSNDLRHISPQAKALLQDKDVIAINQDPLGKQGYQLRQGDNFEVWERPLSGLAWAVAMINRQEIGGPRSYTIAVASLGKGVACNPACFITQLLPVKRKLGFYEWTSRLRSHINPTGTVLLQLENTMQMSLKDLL
#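 Spleen homogenate 1 ug + cpd (titration) + 4-MU-alpha-D-galactopyranoside 1 mM; 37C 40 min; 50 mM citrate/phosphate pH 5.0, 0.01% Tween-20; stop pH 10; fluorescence 365/440; AC50 via Hill.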
# TRb SRC2 PPI = disrupts binding of human TR beta to SRC2 | Potency, µM (highest dose often 106 µM), for the others: top-dose activity change, negative = inhibition, hits mostly inhibitors | hit rate 0.065% among 280,000 | TRbeta-SRC2 peptide binding, fluorescence polarization; receptor liganded with 1 µM T3 | P10828;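 further: plate controls were bound peptide for no effect and peptide without receptor for full effect; nearly all actives have a fitted effect of over 50% in size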
# Target sequence (P10828 whole entry, looked up): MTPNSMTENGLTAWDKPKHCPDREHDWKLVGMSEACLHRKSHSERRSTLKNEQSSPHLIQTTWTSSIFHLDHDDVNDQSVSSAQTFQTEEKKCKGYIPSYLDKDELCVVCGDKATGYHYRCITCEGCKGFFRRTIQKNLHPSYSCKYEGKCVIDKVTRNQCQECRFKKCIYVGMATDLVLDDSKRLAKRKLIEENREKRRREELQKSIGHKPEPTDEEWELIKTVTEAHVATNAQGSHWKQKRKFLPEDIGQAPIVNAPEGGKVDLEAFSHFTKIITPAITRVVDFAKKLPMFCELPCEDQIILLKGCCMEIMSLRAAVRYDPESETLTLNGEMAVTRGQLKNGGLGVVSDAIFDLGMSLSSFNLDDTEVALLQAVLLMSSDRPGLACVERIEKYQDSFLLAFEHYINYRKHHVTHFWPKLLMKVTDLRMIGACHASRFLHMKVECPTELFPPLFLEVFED
#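 Each compound concentration gave % activity, normalized to unbound and bound Texas Red SRC2 controls, from polarization read after 5 hr ambient incubation with T3-loaded human TRb LBD.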
# Starred values were filed as active, the others as inactive; ? = inconclusive; nt = no result given; & = joins results of further samples; [ ] = remark or other dose. Unless noted, the call rests on the fitted dose curve; in most records, active means well fitted curve in the direction sought with a large enough effect; inconclusive means small, poorly fitted or top-dose-only effect, or another doubt; inactive means no such curve, though single readings can be large; an effect the other way counts as inactive or inconclusive. Unless noted, on the % scale 0 is the no-effect control and ±100 the full control effect; potency means the concentration at half of the fitted maximal effect.
SMILES,Tau fluor cs,ALDH1A1 inh,L3MBTL1 inh,Tau FP inhib,TR SRC2 fluor cs,Tau ThT inhib,GLA spleen mod,TRb SRC2 PPI
COc1cccc(N2CCN(C(=O)C3CCN(S(=O)(=O)c4c(C)noc4C)CC3)CC2)c1,-12.1%,nt,nt,5.6%,-1.1%,-5.5%,nt,-6.2%
CC(=C/c1ccccc1)/C=C1/SC(N2CCOCC2)=NC1=O,5.6%,?,-3.3%,4.1%,-2.1%,?,-7.1%,3.4%
COCCCn1c(=N)c(S(=O)(=O)c2ccccc2)cc2c(=O)n3cccc(C)c3nc21,0.4%,nt,nt,1.0%,-3.3%,-5.7%,nt,0.8%
Cc1nc(N2CCC(C)CC2)c2oc3ccccc3c2n1,-4.0%,?,7.1%,-0.4%,-1.3%,?,-11.5%,0.1%
CN1CCC(=O)N([C@H](CSc2ccc(Br)cc2)Cc2ccccc2)CC1,-2.5%,nt,nt,-9.0%,-1.0%,0.9%,5.5%,-4.9%
CCOC(=O)c1c(C)[nH]c(N=Nc2ccccc2Cl)c1C,?,nt,nt,1.8%,-4.1%,5.01µM*,-2.6%,7.5%
O=C(CCC(=O)Nc1ccccc1)NNC(=O)c1ccco1,-2.4%,12.4%,5.7%,-6.2%,-2.0%,-8.2%,0.6%,4.8%
Cc1ccc2nc(Cn3cc(C(F)(F)F)ccc3=O)cc(=O)n2c1,-2.2%,?,2.2%,0.2%,0.0%,-9.9%,4.5%,1.5%
CN1C(=O)/C(=C/c2ccccc2OCc2ccc(C(=O)O)cc2)NC1=S,2.5%,2.9%,-6.8%,0.6%,-4.6%,-14.3%,-0.3%,-0.6%
Cc1cccc(NC(=O)c2ccc(OCC(=O)NCc3ccccc3)cc2)c1C,-11.8%,2.3%,10.9%,-5.9%,0.1%,-10.8%,7.9%,-9.7%
COC(=O)Nc1ccc(S(=O)(=O)N2CCC(C(=O)NC3CCCCC3)CC2)cc1,-3.8%,-8.3%,5.7%,-9.0%,-2.7%,7.6%,1.2%,1.2%
O=c1c2cc(Cl)ccc2nc(-c2ccc(Cl)c(Cl)c2)n1O,-19.2%,nt,nt,-0.8%,-0.2%,?,9.7%,-6.0%
COC(=O)c1ccc(NC(=O)c2ccc(OC(C)=O)c(OC)c2)cc1,-2.1%,-8.9%,-0.2%[11.4 µM],-3.4%,-1.1%,-16.4%,4.8%,2.6%
CCOC(=O)/C(C#N)=C\c1cc(OC)c(OC)cc1[N+](=O)[O-],-12.7%,?,1.6%,0.1%,-2.6%[53 µM],-19.1%,-1.0%,3.8%[53 µM]
CNS(=O)(=O)c1ccc(NC(=S)Nc2ccc3c(c2)OCO3)cc1,1.1%,5.01µM*,14.5%,3.5%,1.6%,2.9%,-5.6%,-0.5%
COc1ccc(CNC(=O)CSc2nnc3nc(C)cc(C)n23)cc1OC,-0.6%,13.4%,-14.7%,0.5%,0.4%,-3.1%,-5.3%,-4.2%
CCOC(=O)c1c(NC(=O)CSc2cn(CCNC(=O)c3c(F)cccc3F)c3ccccc23)sc2c1CCCC2,?,nt,nt,-16.6%,-5.0%,-13.4%,nt,8.7%
CCOC(=O)N1CCC(NC(=O)CS(=O)(=O)Cc2nc(-c3ccc(C)cc3)oc2C)CC1,-1.5%,7.5%,nt,3.3%,-1.9%,-11.2%,0.9%,-11.3%
O=C(NCCc1csc(-c2cccnc2)n1)c1ccc(Br)o1,2.9%,22.4µM*,-9.0%,2.3%,-3.3%,-6.1%,6.1%,4.5%
CCN(CC)S(=O)(=O)c1cc(C(=O)OC)ccc1Cl,-12.9%,-2.7%,-4.9%,-1.3%,-0.5%,-10.6%,6.6%,-7.8%
Cc1ccc(-c2nc(CCNC(=O)c3ccc(C)c(C)c3)cs2)cc1,-22.9%,nt,nt,2.3%,-19.4%,?,nt,5.9%
CCc1nc2n[nH]c(N)c2c2c1CCCC2,0.1%,-4.4%,0.3%,5.6%,-4.2%,-10.9%,6.9%,-4.1%
N#CCCN(C(=O)COc1ccc(Cl)cc1Cl)c1ccccc1,-10.1%,?,6.3%,11.7%,-1.0%,-7.6%,0.9%,-6.4%
Cc1ccc(C(=O)NN2C(=O)C3C4c5ccccc5C(c5ccccc54)C3C2=O)cc1 (centres undefined),-8.2%,0.8%,14.2%,6.3%,-2.8%,-2.9%,2.7%,4.1%
CN(c1ccccc1)S(=O)(=O)c1cccc(NC(=O)CSc2nncs2)c1,-12.4%,1.5%,8.6%,-16.4%,0.0%,1.2%,-3.5%,-1.2%
# New compounds follow
SMILES,Tau fluor cs,ALDH1A1 inh,L3MBTL1 inh,Tau FP inhib,TR SRC2 fluor cs,Tau ThT inhib,GLA spleen mod,TRb SRC2 PPI
CN(CCC#N)C(=O)COc1ccc(Br)cc1Cl,0.8%,4.1%,9.4%,-2.5%,-0.5%,2.9%,-1.5%,1.2%
O=c1c2ccccc2oc2nc(-c3ccco3)n(CCc3ccccc3)c(=O)c12,-5.2%,3.0%,1.9%,-3.2%,1.4%,-13.7%,9.9%,2.5%
CNc1ccc(-c2nc(-c3ccccn3)no2)cc1[N+](=O)[O-],-12.3%,nt,nt,-5.3%,-0.1%,-3.0%,nt,4.6%
COc1ccc(CNC(=S)N2CCN(S(=O)(=O)c3cccc(F)c3)CC2)cc1,?,nt,nt,-1.6%,-0.7%,nt,-3.0%,6.2%
O=C(Nc1cccc([N+](=O)[O-])c1)C1C2CC/C=C\CCC21 (centres undefined),-16.2%,nt,-5.7%,0.4%,2.3%,-3.7%,9.3%,3.4%
CCO/C([O-])=N/c1c[n+](N2CCOCC2)no1,-4.7%&-8.0%&-4.6%,-1.3%,-0.2%&1.9%,8.0%&-4.0%&2.8%,?,-8.2%&-0.4%&-0.2%,10.3%,-1.0%
COc1ccc(Nc2nc3c(C)cccn3c(=O)c2C=NCc2ccccc2)cc1,-23.3%,6.3%,-5.8%,13.5%,-1.5%,?,2.4%,6.4%
Nc1ccccc1Sc1ccc(C(F)(F)F)cc1[N+](=O)[O-],?,1.6%,-9.9%,2.7%,-9.0%,-12.6%,8.6%,-1.1%
CCOc1ccc(NC(=O)CCCn2c(C)c3cnn(-c4ccccc4)c(=O)c3c2C)cc1,-17.1%,nt,nt,-2.7%,-2.4%,-9.7%,nt,-0.6%
CCOC(=O)C1CCN(C(=O)c2cc(C)n(C(C)(C)C)n2)CC1,4.4%,nt,10.3%,5.6%,-7.9%,4.8%,-4.7%,3.1%
N#CC1=C(N)C2=CCCC[C@H]2[C@H](c2cccc(F)c2)C1(C#N)C#N,-29.9%,?,-2.4%,?,-0.5%,?,-0.1%,8.4%
CCc1ccc(N2CCn3c2nc2c3c(=O)n(Cc3cccc(C)c3)c(=O)n2C)cc1,-4.5%,nt,nt,-2.8%,3.4%,-8.2%,nt,2.8%
COc1ccc(OC)c(NC(=O)c2cc3c(s2)-c2ccccc2SC3)c1,?,nt,nt,-20.3%,-0.7%,?,nt,4.8%
CCc1ccc2nc(N(Cc3cccnc3)C(C)=O)sc2c1,-15.7%,nt,nt,-0.3%,-1.8%,-11.6%,nt,-5.7%
O=C(/C=C/c1c(Cl)cccc1Cl)NCc1ccccc1,-6.3%,5.2%,-6.0%,15.8%,-4.1%,-3.2%,-15.9%,-2.1%
CCN(CC)CCNC(=O)c1cc([N+](=O)[O-])c(N(C)C)cc1OC,-2.5%,nt,nt,0.5%,-0.7%,-6.0%,-3.7%,7.5%
COc1cc(/C=C2\SC(=S)N(NS(=O)(=O)c3ccccc3)C2=O)ccc1O,-4.8%,nt,-4.1%,4.7%,7.9%,14.1µM*,-1.6%,18.9%
O=[N+]([O-])c1cccc(/C=N/Nc2nnc(-c3ccccc3)c(-c3ccccc3)n2)c1,-11.8%,-3.2%,5.2%,-0.9%,-0.5%,-5.4%,9.6%,-2.1%
Cc1nccn1CCCNC(=O)CC1C(=O)NCCN1Cc1ccc(Cl)c(F)c1 (centres undefined),1.2%,?,1.1%,-3.3%,-0.8%[53 µM],-5.1%,4.5%,-2.0%[53 µM]
COc1ccc(CCn2c(N)c(C#N)c3nc4ccccc4nc32)cc1OC,-19.4%,?,20.1%,0.6%,-1.6%,?,29.2%,-5.5%
Cc1[nH]nc(Nc2ccc(Br)cc2)c1[N+](=O)[O-],-28.1%,nt,-14.0%,-2.0%,-5.9%,6.31µM*,6.1%,-2.1%
CC(OC(=O)C1=Cc2ccccc2OC1)C(=O)NC(C)(C)C (centres undefined),-5.2%,-9.7%,17.5%,-8.1%,-0.6%,-5.3%,11.9%,-0.1%
COc1ccc(C2COc3c(ccc(O)c3OC)C2)c(OC)c1O (centres undefined),-9.2%,6.1%,nt,-3.2%,-0.6%,-11.8%,-4.3%,-1.0%
O=C(C1=C(O)C(=O)N(c2nccs2)C1c1ccccc1)c1cc2ccccc2o1 (centres undefined),-1.7%,22.4µM*,-19.2%,-16.5%,3.8%,?,1.8%,2.0%
N#CCSc1nc2ccc(N3CCOCC3)cc2c(=O)n1CCc1ccccc1,?,?,nt,11.6%,-4.1%,?,-0.6%,2.4%
CCCOc1ccc(N2CC(C(=O)Nc3ccc4c(c3)OCO4)CC2=O)cc1 (centres undefined),3.9%,2.6%,10.5%,1.0%,0.1%,-4.4%,-6.5%,-2.7%
CCC(=O)NC(=S)Nc1ccc(S(=O)(=O)NC(C)=O)cc1,2.3%,9.7%,0.3%,-6.0%,-2.1%,-6.0%,-1.5%,-4.8%
CC1CCCCC1NC(=O)c1ccc(CSc2nc3ccncc3[nH]2)cc1 (centres undefined),-18.1%,?,1.7%,-6.3%,-0.6%,-7.8%,-1.8%,3.4%

# Entries of single compounds as entered above. Order of values: Tau fluor cs, ALDH1A1 inh, L3MBTL1 inh, Tau FP inhib, TR SRC2 fluor cs, Tau ThT inhib, GLA spleen mod, TRb SRC2 PPI
# O=C(/C=C/c1c(Cl)cccc1Cl)NCc1ccccc1 reads -6.3%, 5.2%, -6.0%, 15.8%, -4.1%, -3.2%, -15.9%, -2.1%
# CC(=C/c1ccccc1)/C=C1/SC(N2CCOCC2)=NC1=O reads 5.6%, ?, -3.3%, 4.1%, -2.1%, ?, -7.1%, 3.4%
# Cc1nccn1CCCNC(=O)CC1C(=O)NCCN1Cc1ccc(Cl)c(F)c1 (centres undefined) reads 1.2%, ?, 1.1%, -3.3%, -0.8%[53 µM], -5.1%, 4.5%, -2.0%[53 µM]

# Rows were taken by chance; about 8.5% have a hit in one of these screens.
